DRD3 agonist – D3 dopamine receptor (human) agonism. P35462. D3R DiscoveRx beta-arrestin cells, luminescence, 90 min. max activation, %. hit rate 0.58% among 410,000; in the data active = max activation above about 30%; also: 0% is about no effect; mostly tested at two doses, the higher about 12 µM
Target sequence (P35462 whole entry, looked up): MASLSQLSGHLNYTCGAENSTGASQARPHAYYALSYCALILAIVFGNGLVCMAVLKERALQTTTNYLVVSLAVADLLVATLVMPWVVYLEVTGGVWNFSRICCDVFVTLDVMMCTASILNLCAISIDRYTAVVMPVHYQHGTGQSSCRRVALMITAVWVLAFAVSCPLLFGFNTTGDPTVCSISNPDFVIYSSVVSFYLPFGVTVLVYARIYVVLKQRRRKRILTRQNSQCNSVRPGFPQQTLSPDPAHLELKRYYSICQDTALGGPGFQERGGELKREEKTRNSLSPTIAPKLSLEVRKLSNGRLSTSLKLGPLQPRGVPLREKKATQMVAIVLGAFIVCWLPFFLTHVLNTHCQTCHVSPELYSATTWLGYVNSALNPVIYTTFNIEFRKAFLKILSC
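Cells at 1500/well, incubated overnight, then treated with pinned compounds (dopamine as control) for 90 min at 37 degrees C. DiscoveRx reagent added for 30 - 60 minutes at room temperature; luminescence read.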
PLK1 PBD block – PLK1 (human) polo-box domain binding inhibition; P53350; Plk1 PBD binding of FITC phosphopeptide, fluorescence polarization; Potency, µM, for the others: max response, negative = inhibition, hits mostly inhibitors; hit rate 2.8% among 360,000; AID 720504; also: potency is read from the fitted curve at half-maximal effect; series mostly up to about 57 µM; % is scaled to controls: 0 for no effect and ±100 for the full control effect; nearly all actives have a fitted effect of over 65% in size
GLP1R ag – activates the human GLP-1 receptor; Potency, µM (top dose mostly 45.6 µM), for inactives: at the highest dose activation, hits mostly activators; AID 624172; HEK293 GLP-1R CRE-luciferase, luminescence, 4-6 h; cells express a hypersensitive GLP-1R form; hit rate 0.007% among 380,000; also: potency is read from the fitted curve at half-maximal effect; % of control where 0% means no effect
IL2 activator – activators of IL-2 | IL-2 activation reporter assay, cell-based qHTS; stimulated with anti-CD3/CD4/CD28 beads; in transgenic mouse T cells | activation, % (series mostly up to about 46 µM) | hit rate 0.065% among 360,000; in the data active = activation above about 50%; inconclusive = mostly about 30% to 49%; also: 0% is about no effect
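Screening format: compound pinned onto unstimulated transgenic mouse T cells, 60 min incubation, then anti-CD3/anti-CD4/anti-CD28 bead stimulation for 18 hours at 37 degrees C, followed by EGFP and DsRed detection.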
HEK293 tox – cytotoxicity in counter-screen for GLP-1R inverse agonists. HEK293 cAMP-luciferase reporter cells, luminescence, 24 h. Potency, µM (doses to about 38.3 µM), for the others: top-dose activity change, negative = inhibition, actives largely listed as inhibitors. hit rate 0.13% among 410,000. AID 624418;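 also: loss of luciferase light is scored as toxicity; potency is read from the fitted curve at half-maximal effect; % is scaled to controls: 0 for no effect and ±100 for the full control effect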
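Step one: seed cells (200 cells/uL, DMEM with 10% Nu serum, 1% pen-strep). Step two: 12-hour incubation at 37 deg C. Step three: pin 23 nL compound, incubate 24 hr. Step four: add luciferase reagent, read luminescence 12 min later.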
WRN inhibitor – blocks human WRN helicase | Q14191 | WRN helicase unwinding, fluorescent forked duplex, kinetic | Potency, µM (highest dose often 114 µM), for the others: at the top dose activity change, negative = inhibition, hits mostly inhibitors | hit rate 0.46% among 360,000; also: potency is read from the fitted curve at half-maximal effect; % is scaled to controls: 0 for no effect and ±100 for the full control effect; nearly all actives have a fitted effect of over 55% in size
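Enzyme (20 nM final) and test compound sit together 15 min at room temperature before substrate addition. Substrate is a single-forked duplex oligonucleotide (100 nM) labelled with fluorophore and quencher, with 2 mM ATP; helicase unwinding raises red fluorescence, read kinetically.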
D3 antag – D3 dopamine receptor (human) antagonism | P35462 | D3R cells, DiscoveRx beta-arrestin luminescence, antagonist mode; active compounds read low | max response, negative = inhibition, % | hit rate 2.5% among 360,000 | AID 652054; in the data active = max response below about -50%; inconclusive = no clear call, values can overlap the other calls; also: % is scaled to controls: 0 for no effect and ±100 for the full control effect; mostly tested at two doses, the higher about 12 µM
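Cells expressing the human receptor were seeded at 1500 cells/well, incubated overnight at 37 degrees C in 5% CO2, then exposed to library compounds with dopamine controls for 90 minutes at 37 degrees C before luminescent detection.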
GLP1R inv ag – inverse agonists of human GLP-1 receptor; hit rate 1.6% among 410,000; HEK293 GLP-1R CRE-luciferase, luminescence, 24 h; GLP-1R form is constitutively active; Potency, µM (top dose mostly 38.3 µM), without a hit: at the highest dose activity change, negative = inhibition, hits mostly inhibitors; also: potency is read from the fitted curve at half-maximal effect; % is scaled to controls: 0 for no effect and ±100 for the full control effect; nearly all actives have a fitted effect of over 55% in size
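HEK293 cells stably co-expressing constitutively active GLP-1R and a cAMP-responsive luciferase reporter were seeded in DMEM with 10% Nu serum, given compounds after 12 h, and incubated 24 h at 37 deg C. Luminescence was then read.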
PI5P4K alpha inh – inhibitors of human PI5P4K alpha; P48426; PI5P4Kalpha enzyme, ADP-Glo luminescence, 60 min; active compounds read low; max response, %; hit rate 1.2% among 330,000; AID 652105; active = max response of -50% or lower; inconclusive = between -30% and -50%; inactive = -30% or higher; also: value at the top dose of about 77 µM; % is scaled to controls: 0 for no effect and ±100 for the full control effect
Target sequence (P48426 whole entry, looked up): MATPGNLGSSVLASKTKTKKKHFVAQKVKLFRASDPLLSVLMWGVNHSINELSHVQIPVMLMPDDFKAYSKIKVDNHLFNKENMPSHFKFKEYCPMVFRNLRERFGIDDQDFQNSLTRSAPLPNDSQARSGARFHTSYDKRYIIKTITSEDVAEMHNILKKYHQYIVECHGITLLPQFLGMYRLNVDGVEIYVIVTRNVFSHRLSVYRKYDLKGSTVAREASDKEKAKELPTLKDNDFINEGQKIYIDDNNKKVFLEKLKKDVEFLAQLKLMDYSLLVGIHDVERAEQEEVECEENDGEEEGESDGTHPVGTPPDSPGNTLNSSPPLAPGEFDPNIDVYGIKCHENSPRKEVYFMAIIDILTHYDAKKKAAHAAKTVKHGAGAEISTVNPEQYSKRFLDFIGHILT
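ADP-Glo luminescence end-point after a 60 min room-temperature kinase reaction. PI5P4Kalpha and substrate in HEPES pH 7.4 buffer with EGTA, 0.1% CHAPS and 5% DMSO; ATP at 5 microM final.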
* hit, by the source's call; ? = inconclusive; . = no result given; & = joins results of further samples; [ ] = dose if it differs, or a comment. Unless noted, calls follow the shape of the dose curve; as a rule, active = well fitted curve in the direction sought with a large enough effect; inconclusive = small, poorly fitted or top-dose-only effect, or another doubt; inactive = no such curve, though single readings can be large; an effect the other way counts as inactive or inconclusive. Not a hit list; 7.8% or so of the library scored in one or more.

smiles	DRD3 agonist	PLK1 PBD block	GLP1R ag	IL2 activator	HEK293 tox	WRN inhibitor	D3 antag	GLP1R inv ag	PI5P4K alpha inh
COc1cccc(NC(=O)C2CC2)c1	-22	0%	3%	-0.2	?	3%	0	8%	0
C[C@H](NC(=O)c1nc[nH]c1C(=O)NCc1ccc(CNC(=O)OC(C)(C)C)cc1)c1ccccc1	8	-4%	8%	-0.7	?	-2%	23	-28%	0
Cc1cc(C)c2sc(N(CCCN(C)C)C(=O)COc3ccc(Cl)cc3)nc2c1	-19	-5%	13%	-2.6	?	-15%	-18	?	35
COc1cccc(/C=C2\SC(=S)N(CCC(=O)NC3C=CS(=O)(=O)C3)C2=O)c1 (centres undefined)	-15	-4%	-2%	-2.4	-32%	-2%	3	71%[activator]	3
O=C(O)C(Cc1ccccc1)NC(=O)C(c1ccccc1)c1ccccc1 (centres undefined)	-7	-5%	-2%	0.5	-7%	4%	-6	-9%	0
Cc1nc(SCC(=O)OCc2ccccc2)c(C#N)c(-c2ccccc2)c1C(=O)Nc1ccccc1	5	-3%	-3%	-1.2	-25%	2%	-9	?	5
COc1cc(OC)cc(C(=O)Nc2ccccc2-c2nnn(CC(N)=O)n2)c1	1	-4%	3%	-2.5	16%	-21%[57.1 µM]	6	25%	4
OC[C@H]1O[C@H](c2nc(-c3nc(-c4cccs4)no3)cs2)C[C@@H]1O	7	-13%	-5%	0.9	-1%	-4%	25	?	-1
Cc1cccc(NS(=O)(=O)c2cc3c(cc2C)NC(=O)CO3)c1	-5	-14%	4%	-2.6	3%	-2%	0	6%	1
CCCCOC(=O)Nc1ccc(S(=O)(=O)Nc2ncccn2)cc1	3	-4%	6%	-0.8	-3%[7.66 µM]	-6%	9	-9%[7.66 µM]	-4
CCOC(=O)C1CCN(C(=O)CCc2nnc3ccc(NCc4ccco4)nn23)CC1	-12	-11%	-5%	-2.3	-11%	1%[11.6 µM]	-26	163%[activator]	-1
CCN(CC)S(=O)(=O)c1cc(NC(=O)CSc2nccn2C)ccc1C	-7	-15%	6%	0.6	1%	-7%	-4	8%	-4
O=C(Nc1ccc(S(=O)(=O)Nc2ncccn2)cc1)C12CC3CC(CC(Cl)(C3)C1)C2	6	-20%	1%	0.8	2%	-11%[11.6 µM]	16	21%	?
COc1ccc(/C=C/C(=O)C2(O)CCCCC2)cc1OC	2	-3%	-1%	-1.1	-18%	-8%	-17	?	0
CC(=O)c1ccc(OC(=O)C2CSC3(C)CCC(=O)N23)cc1 (centres undefined)	-2	-12%	-2%	-2.0	-16%	-22%	1	4%	2

Other records:
smiles	DRD3 agonist	PLK1 PBD block	GLP1R ag	IL2 activator	HEK293 tox	WRN inhibitor	D3 antag	GLP1R inv ag	PI5P4K alpha inh
Nc1ccccc1Nc1ccncc1[N+](=O)[O-]	4	-7%	-8%	-0.9	-18%	-1%	?	1%	2
CCOCCCNC(=O)C(NC(=O)c1ccc(=O)[nH]c1)c1ccc(C)cc1 (centres undefined)	-2	0%	-4%	1.0	3%	0%	?	-7%	-2
CCC(=O)NCCSc1c[nH]c2ccccc12	-17	-12%	17%	-0.1	-5%	-10%	0	6%	0
COC(=O)c1cnn(C(=O)c2ccccc2Br)c1N	3	-7%	9%	-0.6	13%	-5%	?	-3%	.
COc1ccccc1C(c1nnnn1CC1CCCO1)N1CCC(C(N)=O)CC1 (centres undefined)	4	-2%	19%	-0.1	-11%	-12%	-16	-4%	-1
Cn1nnc2cc(NC(=O)N3CC4(C)CC3CC(C)(C)C4)ccc21 (centres undefined)	0	-3%	-8%	-1.3	5%	-1%	3	-2%	.
CCc1ccc(-n2c(C)cc(/C=N/NC(=O)OC)c2C)cc1	-5	-13%	20%	0.5	-17%	8%	-9	-6%	-19
CC1Sc2ccc(S(=O)(=O)CCC(=O)N3CCCCC3)cc2NC1=O (centres undefined)	0	-2%	-3%	-2.0	5%	11%	14	25%	3
CCOC(=O)N1CCN(C(=O)Cn2nc(C)c3sc4ccccc4c3c2=O)CC1	1	0%	-11%	-0.6	0%	-1%	23	4%	-10
Cc1c(-c2cccs2)[n+](=O)c2c(n1[O-])CCCC2	-1	-6%	-12%	-1.8	10%	-3%	17	6%	.
CC(=O)N1N=C(c2ccccc2)OC1c1cccnc1 (centres undefined)	16	-7%	-3%	-2.0	2%	-2%	9	54%[activator]	5
COc1cc(NS(=O)(=O)c2ccc(NC(=S)NC(=O)c3ccccc3)cc2)nc(OC)n1	-3	-13%	5%	0.4	23%	-15%	-8	18%	-2
Cc1ccc(S(=O)(=O)Nc2cc(-c3ccccc3)nn2C)cc1Cl	-12	-8%	-2%	-0.1	-16%	-1%	-21	?	7
CCC(=O)N1CCN(c2ccccc2NC(=S)NC(=O)c2ccco2)CC1	12	?	2%	-0.1	-12%	-33%	?	?	-17
S=c1[nH]ccn1-c1cccc(Cl)c1Cl	-3	-12%	3%	-0.8	-13%	4%	-9	-21%	-4

Remaining list, next part
smiles	DRD3 agonist	PLK1 PBD block	GLP1R ag	IL2 activator	HEK293 tox	WRN inhibitor	D3 antag	GLP1R inv ag	PI5P4K alpha inh
O=c1cc2[nH]c3ccccc3c(=O)n2nc1-c1ccccc1	3	-27%	0%	-0.5	247%[activator]	-11%	2	14%	1
COc1ccc(C(C(=O)NC2CCCCC2)N(C(=O)CCl)c2ccc(OC)cc2)cc1 (centres undefined)	-6	-1%	-3%	-4.8	-19%	-12%	-18	?	-2
CCN(C(=O)CSc1nc(N)cc(N)n1)C1CCS(=O)(=O)C1 (centres undefined)	-9	-5%	-11%	-4.0	5%	-28%	-7	18%	0
O=C(CSc1n[nH]c(=O)n1C1CC1)N1N=C(c2ccc(Cl)cc2)CC1c1ccco1 (centres undefined)	1	-7%	20%	-0.8	16%	-11%	7	?	1
CC1(C(=O)NS(=O)(=O)c2ccccc2Cl)CCN1C(=O)Cc1ccccc1Cl (centres undefined)	5	-10%	-1%	-0.3	-1%	1%	0	-15%	2
CCOc1ccc(N(CC(=O)NCCSc2ccccn2)S(=O)(=O)c2ccc(Cl)cc2)cc1	-20	-17%	8%	0.0	-3%	-3%	-3	11%	5
COc1ccc(S(=O)(=O)N(C)CC(=O)NCCCN2CCOCC2)cc1Cl	-32	-4%	2%	1.5	-18%	1%	2	11%	-4
C/C(=N\NC(=O)C1CC1)c1ccccc1Br	4	0%	5%	0.6	-6%	2%	0	-22%	-5
Cc1cccc(-c2noc(CN(C(=O)COc3ccc(Br)cc3C)C(C)C)n2)c1	0	.	-9%	.	5%	.	.	?	.
Clc1cccc(CSc2nnc(-c3c[nH]c4ccccc34)o2)c1	-4	4%	0%	-1.0	-5%	2%[57.1 µM]	3	?	1
COC(=O)C1=C(C)N(CCCC(=O)O)C(=O)NC1c1ccc(OC)cc1 (centres undefined)	-4	4%	-6%	-3.4	-11%	3%	14	12%	-62*
O=C1c2ccccc2-c2n[nH]c3cccc1c23	4&7	-25%	7%&-2%	-1.1	167%[activator]	-3%[11.6 µM]	23	11%	-2
CCOc1ccccc1NC(=O)c1cc(-c2cc(OC)c(OC)c(OC)c2)nc2ccccc12	17	1%	12%	-4.5	-9%	-8%	49	?	20
COc1ccc2c(c1)C(=O)CC(c1ccc3c(c1)OCCO3)O2 (centres undefined)	-13	0%	14%	-6.9	3%	0%	-5	?	0
Cc1ccccc1NC(=O)c1c(F)c(F)c(F)c(F)c1F	-11	-8%	-21%	-3.5	2%	-1%	-11	0%	.
CC(C)(C)n1nnnc1C(c1cccc(C#N)c1)N1CCN2CCCC2C1 (centres undefined)	-8	-7%	0%	0.1	12%	-6%	-6	9%	.
CC1CN(S(=O)(=O)c2ccc(C(=O)NN3CCN(C)CC3)cc2)CC(C)O1 (centres undefined)	-12	-3%	-1%	-0.2	-2%	13%	4	11%	6
CCOP(=O)(c1ccc(N(C)C)cc1)C(O)c1cc(OC)c(OC)c(OC)c1 (centres undefined)	-3	-3%	-1%	0.2	-14%	-2%	-15	42%[activator]	0

Single records, from the list above. Screens in order: DRD3 agonist, PLK1 PBD block, GLP1R ag, IL2 activator, HEK293 tox, WRN inhibitor, D3 antag, GLP1R inv ag, PI5P4K alpha inh
COc1ccc2c(c1)C(=O)CC(c1ccc3c(c1)OCCO3)O2 (centres undefined) as listed: -13, 0%, 14%, -6.9, 3%, 0%, -5, ?, 0
CCc1ccc(-n2c(C)cc(/C=N/NC(=O)OC)c2C)cc1 as listed: -5, -13%, 20%, 0.5, -17%, 8%, -9, -6%, -19
CC(=O)c1ccc(OC(=O)C2CSC3(C)CCC(=O)N23)cc1 (centres undefined) as listed: -2, -12%, -2%, -2.0, -16%, -22%, 1, 4%, 2
CCOc1ccc(N(CC(=O)NCCSc2ccccn2)S(=O)(=O)c2ccc(Cl)cc2)cc1 as listed: -20, -17%, 8%, 0.0, -3%, -3%, -3, 11%, 5

In the list so far, these have a furan ring, fused or not:
smiles	DRD3 agonist	PLK1 PBD block	GLP1R ag	IL2 activator	HEK293 tox	WRN inhibitor	D3 antag	GLP1R inv ag	PI5P4K alpha inh
CCOC(=O)C1CCN(C(=O)CCc2nnc3ccc(NCc4ccco4)nn23)CC1	-12	-11%	-5%	-2.3	-11%	1%[11.6 µM]	-26	163%[activator]	-1
CCC(=O)N1CCN(c2ccccc2NC(=S)NC(=O)c2ccco2)CC1	12	?	2%	-0.1	-12%	-33%	?	?	-17
O=C(CSc1n[nH]c(=O)n1C1CC1)N1N=C(c2ccc(Cl)cc2)CC1c1ccco1 (centres undefined)	1	-7%	20%	-0.8	16%	-11%	7	?	1

Assay outcomes as filed in PubChem BioAssay.
